# Compound activity: PubChem BioAssay, several laboratories
# MEKK2 mut-MEK5: MEK5 binding signal on mutant MEKK2 PB1, primary screen, biochemical, multiplex bead flow cytometry, Alexa488-MEK5; AID 1530, 2009; percent response, % at 10 µM; 0.35% of 290,000 active; Alexa488-MEK5 binding to MEKK2 mutant; in the data active = percent response above about 24%, passing the limit was not always enough; note: inactives centre near 1; some results filed as inactive read as strong as hits
# GPR7 antagonist: GPR7 receptor antagonists, primary screen, cell-based, fluorescence, single concentration; Neuropeptides B/W receptor type 1 (Homo sapiens), P48145; GPR7-expressing cells, fluorescence antagonist assay; inhibition, % at 4.4 µM; 1.1% of 290,000 active; AID 1861, 2009; in the data active = inhibition above about 16%, passing the limit was not always enough;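 note: cells stimulated with the agonist NPW; 0% = agonist with vehicle and 100% = vehicle without agonist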
# MEKK2 WT-MEK5: modulators of MEK5 binding to wildtype MEKK2, primary screen, biochemical, multiplex bead flow cytometry, Alexa488-MEK5; Mitogen-activated protein kinase kinase kinase 2 (Homo sapiens), Q9Y2U5; Alexa488-MEK5 binding to MEKK2 WT; actives lie on both sides; binding response (% of control), % at 10 µM; 1.1% of 290,000 active; in the data active = binding response below about 67% or above about 130%
# GalR3 antagonist: GalR3 antagonists in HEK293 cells, primary screen, cell-based, fluorescence readout; HEK293 GalR3-CNG cAMP membrane potential fluorescence; galR3 body fused to GalR1 C-terminus; 0.44% of 360,000 active; Galanin receptor type 3 (Homo sapiens), O60755; inhibition, % at 3 µM; AID 651719, 2012;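 active = inhibition above the screen-wide average plus 3 SD, cut at about 13% in these data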;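 note: forskolin and galanin both at EC90 stimulate the cells; cAMP rise reported by CNG channel membrane potential dye signal; 0% = forskolin plus galanin with DMSO and 100% = forskolin alone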
# M18AAP inhibitor: PfM18AAP inhibitors, malaria aminopeptidase, primary screen, biochemical, QFRET, recombinant enzyme; M18 aspartyl aminopeptidase (Plasmodium falciparum 3D7); H-Glu-NHMec fluorogenic cleavage; inhibition, % at 7.35 µM; 1.2% of 290,000 active;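 active = inhibition above the campaign mean inhibition over all tested compounds plus 3 SD, cut at about 28% in these data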;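 note: 0% = plate median of test compound wells and 100% = 2 mM ZnCl2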
# OXTR potentiate: human OXTR potentiators, primary screen, fluorescence, CHO-OTR cells, Fluo-8 calcium; Oxytocin receptor (Homo sapiens), P30559; activation, % at 3 µM; 0.061% of 320,000 active; Fluo-8 calcium fluorescence, potentiator mode; 0% = oxytocin EC15, 100% = EC100;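 active = activation above that plate's cutoff, the mean activation of tested compounds plus 3 SD, cut at about 6.6% in these data, passing the limit was not always enough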;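 note: 100% uses oxytocin at 75 nM as the full agonist control; some results filed as inactive read as strong as hits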
# Target sequence (P30559 whole entry, looked up): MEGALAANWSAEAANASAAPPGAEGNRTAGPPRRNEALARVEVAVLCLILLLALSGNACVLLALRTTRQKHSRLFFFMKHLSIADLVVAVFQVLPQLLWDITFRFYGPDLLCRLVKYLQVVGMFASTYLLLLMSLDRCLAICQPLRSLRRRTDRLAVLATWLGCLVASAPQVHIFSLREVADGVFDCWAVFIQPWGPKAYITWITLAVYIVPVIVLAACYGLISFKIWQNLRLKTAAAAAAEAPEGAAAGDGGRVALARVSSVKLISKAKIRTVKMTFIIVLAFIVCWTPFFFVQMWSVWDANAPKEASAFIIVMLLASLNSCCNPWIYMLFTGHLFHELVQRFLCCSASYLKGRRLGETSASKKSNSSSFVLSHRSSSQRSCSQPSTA
#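 System: human OTR in CHO cells / Also added: sub-maximal oxytocin, roughly EC15 / Control set: EC15 oxytocin low, 75 nM oxytocin high / Schedule: 6 min compound pre-incubation at room temperature, 100 s kinetic read / Compound: single-point 3.0 µM / Replication: singlicate / Technique: Fluo-8 calcium dye fluorescence / Read-out basis: % activation of max/min ratio relative to oxytocin controls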
# NALP1 inh: NALP1 inflammasome inhibitors in reconstituted yeast, colorimetric, S. cerevisiae, triplicate retest; S. cerevisiae NALP1/ASC/caspase-1 growth, X-gal OD620, 72 h; inhibition, % at 10 µM; 0.61% of 280,000 active; AID 2071, 2009; in the data active = inhibition mostly above about 24%, no sharp cut-off; inactive = mostly below about 32%; note: some compounds called inactive have numbers as strong as hits
# V1R ag counter: agonists of human V1a receptor, primary screen, counter-screen for OXTR agonist project, fluorescence, CHO-V1R cells. Vasopressin V1a receptor (Homo sapiens), P37288. Fluo-8 calcium fluorescence, agonist mode; 0% DMSO, 100% 3 nM vasopressin. activation, % at 3 µM. 0.25% of 320,000 active;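 active = activation above the mean activation of all tested compounds plus 3 SD, per screening run, cut at about 20% in these data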;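 note: signal is peak over basal fluorescence ratio across a 100 second FLIPR read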
# Target sequence (P37288 whole entry, looked up): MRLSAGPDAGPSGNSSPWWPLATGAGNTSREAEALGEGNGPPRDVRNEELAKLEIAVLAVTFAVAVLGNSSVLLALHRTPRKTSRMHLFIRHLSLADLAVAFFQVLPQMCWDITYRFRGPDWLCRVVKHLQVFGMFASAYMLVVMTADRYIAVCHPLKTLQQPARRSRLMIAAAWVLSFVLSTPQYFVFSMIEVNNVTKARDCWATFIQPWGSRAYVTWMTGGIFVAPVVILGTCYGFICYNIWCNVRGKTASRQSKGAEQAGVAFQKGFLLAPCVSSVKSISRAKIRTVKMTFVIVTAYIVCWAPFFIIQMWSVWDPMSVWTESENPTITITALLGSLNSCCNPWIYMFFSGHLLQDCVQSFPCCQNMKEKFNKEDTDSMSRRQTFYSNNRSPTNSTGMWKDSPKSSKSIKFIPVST
# OXTR ag: human OXTR agonists, primary screen, fluorescence, CHO-OTR cells, Fluo-8 calcium | activation, % at 3 µM | Fluo-8 calcium fluorescence; normalized: DMSO 0%, oxytocin 100% | AID 2435, 2010 | Oxytocin receptor (Homo sapiens), P30559 | 0.32% of 320,000 active;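 active = activation above the mean of all tested compounds plus 3 SD, cutoff set per screening run, cut at about 20% in these data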;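 note: peak over basal fluorescence ratio from a 100 s FLIPR kinetic read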
# An asterisk follows results filed as active; nt = no result given.
SMILES	V1R ag counter	OXTR potentiate	MEKK2 WT-MEK5	MEKK2 mut-MEK5	OXTR ag	NALP1 inh	GalR3 antagonist	GPR7 antagonist	M18AAP inhibitor
CCOc1ccc(-n2c(SC(C)C)nc3c(c2=O)SCC3)cc1	3.0	-8.9	108.0	0.0	0.1	0.6	-2.1	-10.4	-3.4
COc1ccc(Cn2cc(F)c(=O)n(C)c2=O)cc1[N+](=O)[O-]	0.6	-0.9	102.0	-2.0	-0.8	nt	-5.1	-3.4	2.1
CSc1cccc(NC(=O)CCCOc2ccccc2)c1	-0.1	-5.5	104.0	7.0	-1.4	19.3	-4.0	-2.3	-0.1
O=C(CN1C2CCCC1CC(NC(=O)c1ccco1)C2)Nc1ccccc1 (configuration not stated)	0.3	-3.9	104.0	6.0	0.1	4.2	-2.2	0.5	5.6
O=C(Nc1ccc(F)cc1)N1CCOCC1	-0.7	-0.5	96.0	1.0	0.9	4.0	-5.5	12.5	2.3
Cc1ccc(S(=O)(=O)NC(C)(C)CSc2nncn2C)cc1	0.2	-4.2	103.0	1.0	0.9	35.0	8.6	-6.7	-8.2
CC(C)CC(NS(=O)(=O)c1cc(C(=O)O)ccc1Cl)C(=O)O (configuration not stated)	1.3	-0.8	nt	nt	0.3	-9.1	0.7	-16.6	-0.2
O=C(CN(C1CCCCC1)C1CCCCC1)N1CCc2ccccc2C1	-1.2	-3.6	95.0	0.0	-2.1	3.3	-3.9	-2.9	3.4
COc1ccccc1-n1c(=O)c(C#N)c(-c2ccc([N+](=O)[O-])cc2)c2cc(C(=O)c3ccccc3O)cnc21	-0.4	-4.5	77.0	-19.0	-0.4	nt	-4.4	-1.8	2.7
O=C(NNC(=S)Nc1ccc(Cl)c(Cl)c1)c1cccc([N+](=O)[O-])c1	0.1	-2.3	99.0	-16.0	-1.1	nt	-5.7	2.0	-13.1
Cn1c(=O)c2c(nc(N3CCCCCC3)n2CC(=O)c2ccccc2)n(C)c1=O	0.7	4.1	107.0	2.0	-0.2	-11.3	-2.1	-6.2	3.0
N#Cc1nc(-c2ccco2)oc1NCCCN1CCOCC1	0.1	-6.4	98.0	0.0	0.4	15.4	-6.6	17.2	-12.8
NS(=O)(=O)c1ccc(CCNS(=O)(=O)c2cccc(C(=O)O)c2)cc1	0.2	-1.7	105.0	4.0	-0.3	-3.6	0.5	-7.7	-1.6
COc1cc(/C=C2\C(=N)N3N=C(S(C)(=O)=O)SC3=NC2=O)ccc1OS(=O)(=O)c1ccc(C)cc1	-0.5	-12.2	96.0	-3.0	-1.6	1.5	-5.5	9.3	5.8
COc1ccc(NC(=O)CCc2nnc3ccc(N4CCC(C)CC4)nn23)cc1OC	-0.1	0.3	103.0	4.0	-1.3	2.9	-8.8	-19.6	5.3
CCc1noc(C)c1C(=O)Nc1nc(-c2ccc(NC(C)=O)cc2)cs1	4.8	-5.6	nt	nt	0.7	nt	-2.8	nt	nt
CNS(=O)(=O)c1cnccc1N1CCN(c2cccc(C(F)(F)F)c2)CC1	2.2	-13.0	103.0	3.0	2.8	8.5	-2.3	1.0	-1.6
Cc1ccc(S(=O)(=O)c2cc3c(=O)n4cccc(C)c4nc3n(CC3CCCO3)c2=N)cc1C (configuration not stated)	-1.0	0.4	106.0	1.0	-1.7	6.9	-6.3	-4.7	-4.5
O=C(Nc1ccc(OCC(F)(F)C(F)F)c(C(F)(F)F)c1)c1ccccc1O	14.4	-21.7	90.0	0.0	17.3	27.3	19.1*	17.8	-0.8
CCCN(C(=O)c1cc(CC)c(C)s1)c1c(N)n(Cc2ccccc2)c(=O)[nH]c1=O	-1.6	-6.0	nt	nt	-0.2	nt	-3.6	nt	nt
COCCNc1cc(-c2ccccc2)nc2cc(-c3cccc(F)c3)nn12	1.0	-10.9	118.0	5.0	1.0	-7.8	-12.3	-9.1	1.5
O=S(=O)(Nc1ccc(Br)cn1)c1ccc(Cl)s1	-0.3	-2.2	101.0	4.0	-1.4	0.2	-4.6	-3.7	-4.1
CCN1CCN(c2ncnc3sc(C(=O)Nc4ccccc4F)c(C)c23)CC1	0.9	-3.7	93.0	-5.0	0.6	6.0	0.1	2.7	1.9
O=C(CN1CCN(S(=O)(=O)c2ccc(Cl)cc2)CC1)Nc1ccc2c(c1)CCC2	0.8	-8.1	98.0	-3.0	-0.7	37.7	-3.8	6.0	-3.8
Cc1c(C(=O)NCCN(C)C)oc2ccc(S(=O)(=O)N3CCC4(CC3)OCCO4)cc12	0.3	-6.1	105.0	2.0	0.7	26.4	-8.6	-5.9	-9.2
Nn1c(SCC(=O)N2CCOCC2)nnc1-c1cccnc1	0.2	-0.7	nt	nt	1.6	nt	-5.0	nt	nt
CN(C)CCNc1nc2sc3c(c2c(=O)n1CCc1ccccc1)CCCCC3	4.0	-12.1	128.0	4.0	9.5	29.5	-5.1	26.4*	-10.4
CCCN(CCC)CCNC(=O)CN1C(=O)COc2ccc(S(=O)(=O)N3CCOCC3)cc21	0.6	-6.8	107.0	4.0	0.7	4.0	3.6	-16.2	-5.6
Cc1ccnc(SCCn2c(N3CC(C)OC(C)C3)nc3c2c(=O)n(C)c(=O)n3C)n1 (configuration not stated)	0.7	0.5	90.0	-7.0	-0.2	-1.9	-3.9	2.3	-1.2
CCOc1ccc(CCNC(=O)Nc2ccccc2C)cc1OCC	0.2	-2.6	96.0	0.0	0.4	8.3	-9.5	9.8	4.3
CCOc1ccc(OCCC(=O)OCC(=O)Nc2ccc3c(c2)OCCO3)cc1	0.5	2.8	nt	nt	-1.1	nt	-2.0	nt	nt
C=CCn1c(=O)c2c(nc(-n3nc(C)cc3C)n2C)n(C)c1=O	nt	nt	102.0	0.0	nt	10.0	-7.9	6.6	-1.4
Cc1cc(C2=NNC(=Nc3ccc(S(=O)(=O)N4CCOCC4)cc3)SC2)c(C)n1CC1CCCO1 (configuration not stated)	-0.8	-9.2	93.0	-4.0	-0.4	-7.8	-4.3	-1.1	2.8
CCOc1ccccc1N(CC(=O)Nc1ccccc1C(=O)NCc1ccco1)S(C)(=O)=O	1.3	0.3	97.0	2.0	2.4	7.4	-3.0	0.5	3.4
C[C@H](NC(N)=O)C(=O)Nc1ccc(N2CCOCC2)c(S(=O)(=O)Nc2ccc(Cl)cc2)c1	0.0	-6.6	nt	nt	0.1	nt	-4.4	nt	nt
CCOC(=O)C1CCN(S(=O)(=O)c2ccc(OC)c(OC)c2)CC1	0.5	-1.5	90.0	-2.0	1.1	9.6	-6.6	-2.4	-0.9
CC(=O)Nc1ccc(S(=O)(=O)NCC(=O)OCc2cc(=O)oc3ccc4ccccc4c23)cc1	-0.3	-5.3	92.0	-2.0	-1.1	19.0	-9.6	-8.0	-9.9
O=C(c1cccc([N+](=O)[O-])c1)N1CC2C3C=CC(C3)C2C1 (configuration not stated)	-0.6	2.1	86.0	-13.0	0.0	3.5	7.1	9.3	3.2
COc1ccc(NC(=O)c2cc3ccc(O)cc3o/c2=N\O)cc1	0.9	-4.4	101.0	1.0	-1.1	8.8	-11.9	14.1	9.0
COc1cc(C(=S)N2CCCCC2)ccc1OCC(=O)Nc1ccc(F)cc1	8.1	-11.7	116.0	10.0	5.0	-2.3	-4.6	0.9	5.8
O=C(COc1cccc(Cl)c1Cl)NC1CC1	1.9	-1.9	nt	nt	2.7	nt	-4.4	nt	nt
Cc1ccc(CNC(=O)CCCn2c(=O)c3ccccc3n(CC(=O)NCc3ccco3)c2=O)cc1	0.0	2.3	93.0	-11.0	-1.5	-5.9	0.9	-6.5	3.4
Brc1ccc(/C=N/N2CCN(C3c4ccccc4-c4ccccc43)CC2)s1	-0.7	-17.2	99.0	0.0	-1.0	36.8	-1.1	3.1	5.0
Cc1cc(-c2nnc(CCC(=O)N3CCN(Cc4cccc(F)c4)CC3)o2)c(C)o1	-0.7	3.6	107.0	2.0	-1.4	-9.5	-7.6	-9.3	3.6
CC(=O)N1N=C(C)CC1c1ccc(O)cc1 (configuration not stated)	1.1	-9.0	75.0	-2.0	0.9	31.6	-4.9	-9.0	-4.5
Cn1cccc1C(=O)NC(=O)COC(=O)CNC(=O)c1ccc(Cl)cc1Cl	0.9	-9.4	94.0	-5.0	-1.5	17.4	nt	7.7	-2.6
Cc1nn(Cc2ccccc2)c2ncccc12	1.4	-2.8	106.0	-1.0	-0.8	19.8	-8.8	-2.2	-0.8
Cc1ccc(Nc2ncnc(N)n2)cc1C	-1.2	1.0	96.0	-6.0	-0.4	-5.3	-1.4	0.5	-12.4
CN(C)CCN(C(=O)C1CCN(S(=O)(=O)c2cccs2)CC1)c1nc2ccc(F)cc2s1	0.8	-6.5	nt	nt	1.1	nt	3.5	nt	nt
C(=N\c1nccs1)/c1c[nH]c2ccccc12	1.1	-8.4	104.0	1.0	0.6	21.9	1.3	13.6	3.8

# (more compounds)
SMILES	V1R ag counter	OXTR potentiate	MEKK2 WT-MEK5	MEKK2 mut-MEK5	OXTR ag	NALP1 inh	GalR3 antagonist	GPR7 antagonist	M18AAP inhibitor
COc1ccc(Cc2nnc(N/N=C/c3ccccc3O)[nH]c2=O)cc1OC	-0.8	2.5	109.0	1.0	-1.2	8.3	3.0	1.9	54.3*
Cc1cc(C)cc(C(=O)Nc2ccc(N3CCN(S(C)(=O)=O)CC3)cc2)c1	0.2	7.5	82.0	-10.0	0.9	-1.7	2.9	-5.7	-13.2
Cc1ccc(S(=O)(=O)NC(=O)NCCc2ccccc2)cc1	0.1	-0.2	99.0	-4.0	0.1	0.0	-1.5	-10.5	1.8
CCCS(=O)(=O)N1CCN=C1SCc1cccc(C)c1	0.6	-7.6	101.0	4.0	-2.0	25.5	-6.1	-8.9	-5.9
CCN(CC)C(=O)C1CCCN(c2ccc([N+](=O)[O-])cc2)C1 (configuration not stated)	-0.2	-3.6	100.0	3.0	0.4	34.8*	0.5	2.0	3.9
CN(C)c1ccc(NC(=O)COC(=O)CCC(=O)c2ccc(F)cc2)cc1	0.0	-12.9	108.0	0.0	0.2	-12.9	-3.1	-15.6	2.5
CC(C)COc1nc2ccccc2nc1N1CCN(C)CC1	nt	nt	104.0	1.0	nt	25.7	-0.5	-11.7	-1.5
O=C(CN1CCN(CCOCCO)CC1)N1c2ccccc2Sc2ccc(Cl)cc21	1.1	-7.2	107.0	5.0	2.9	10.0	nt	-2.6	10.5
CC(C)Cn1c(=O)oc2ccccc21	0.7	-5.0	87.0	-9.0	0.5	-8.1	0.7	-5.6	-1.4
CC(=O)O[C@H]1c2ccccc2-c2ccccc2[C@@H]1OC(C)=O	0.3	-5.6	102.0	2.0	-1.4	-3.3	-9.7	-4.5	0.9
